Gal4-VP16 FLuc – VP16 counterscreen qHTS for inhibitors of ROR gamma transcriptional activity | Drosophila S2 Gal4-VP16 UAS-luciferase, luminescence, 20 h | Potency, µM (series often up to 53.6 µM), inactives show top-dose activity, negative = inhibition, actives largely listed as inhibitors | hit rate 3.5% among 310,000 | AID 2546, 2010;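 note: Gal4-VP16 expression switched on by copper sulfate through the metallothionein promoter; potency is the fitted concentration of half-maximal effect; % is set by controls: 0 for no effect and ±100 for the full control effect; nearly all actives have a fitted effect of over 50% in size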
RORgamma inh – qHTS for inhibitors of ROR gamma transcriptional activity; Nuclear receptor ROR-gamma (Mus musculus), P51450; Drosophila S2 Gal4-RORgamma UAS-luciferase reporter, 20 h; Potency, µM (highest dose often 53.6 µM), without a hit: at the top dose activity change, negative = inhibition, most hits filed as inhibitors; hit rate 5.4% among 310,000; note: potency is the fitted concentration of half-maximal effect; % is set by controls: 0 for no effect and ±100 for the full control effect; nearly all actives have a fitted effect of over 60% in size
Target sequence (P51450 whole entry, looked up, the tested form may be a part): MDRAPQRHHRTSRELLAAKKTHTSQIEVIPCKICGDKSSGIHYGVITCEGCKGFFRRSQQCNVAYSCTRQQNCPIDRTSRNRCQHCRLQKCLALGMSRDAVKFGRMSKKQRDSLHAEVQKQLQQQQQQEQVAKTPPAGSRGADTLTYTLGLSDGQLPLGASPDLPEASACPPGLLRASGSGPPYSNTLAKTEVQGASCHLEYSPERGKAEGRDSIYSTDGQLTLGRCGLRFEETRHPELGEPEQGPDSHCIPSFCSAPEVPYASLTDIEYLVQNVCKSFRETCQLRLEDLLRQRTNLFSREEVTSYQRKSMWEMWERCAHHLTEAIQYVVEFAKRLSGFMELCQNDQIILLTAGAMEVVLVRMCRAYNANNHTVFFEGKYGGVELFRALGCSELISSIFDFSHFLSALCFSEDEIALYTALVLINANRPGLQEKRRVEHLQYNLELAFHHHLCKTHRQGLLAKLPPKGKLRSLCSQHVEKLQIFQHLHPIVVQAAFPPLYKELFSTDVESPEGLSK
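In this cell-based reporter format, copper sulfate (700 uM final) drives Gal4–ROR gamma fusion expression from a metallothionein promoter in Drosophila Schneider cells; compounds preincubated 1 hr, reporter read after 20 hr at ambient temperature.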
FLuc counter – qHTS profiling assay for firefly luciferase inhibitor/activator using purifed enzyme and Km concentrations of substrates (counterscreen for miR-21 project). Luciferin 4-monooxygenase (Photinus pyralis), P08659. purified FLuc, Km substrates, luminescence inhibition. Potency, µM (highest dose often 57.5 µM), without a hit: top-dose activity change, negative = inhibition, usual class: inhibitors. hit rate 6.9% among 360,000. AID 588342, 2011;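 note: potency is the fitted concentration of half-maximal effect; plate controls were vehicle for no effect and reference inhibitor for full effect; nearly all actives have a fitted effect of over 55% in size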
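Purified P. pyralis luciferase (10nM final) with 10uM D-luciferin and 10uM ATP (Km levels) in 50mM Tris acetate pH 7.5, 10mM Mg acetate, 0.01% Tween-20, 0.05% BSA; qHTS 6-point titration, ~60 µM downward; luminescence read.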
Rab9 prom act – qHTS Assay for Rab9 Promoter Activators. AID 485297, 2010. Huh7 Rab9 promoter-luciferase reporter, luminescence, 24 h. hit rate 2.8% among 320,000. Potency, µM (highest dose often 9.22 µM), for inactives: at the top dose activation, negative = inhibition, actives largely listed as activators; note: potency is the fitted concentration of half-maximal effect; % of control where 0% means no effect; nearly all actives have a fitted effect of over 60% in size
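Rab9 promoter-driven luciferase in stably transfected Huh7 cells; 1500 cells/well rested 2 h, exposed to compound in DMSO for 24 h at 37 °C, 5% CO2. Luminescence read 10 min after adding luciferase reagent at ambient temperature.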
ELG1 genotoxic – qHTS screen for small molecules that induce genotoxicity in human embryonic kidney (HEK293T) cells expressing luciferase-tagged ELG1; hit rate 1.3% among 330,000; Potency, µM (doses to about 46 µM), for the others: at the highest dose activity change, positive = activation, usual class: activators; AID 504466, 2011; HEK293T ELG1-luciferase reporter, luminescence, 16 h; note: potency is the fitted concentration of half-maximal effect; % of control where 0% means no effect; nearly all actives have a fitted effect of over 60% in size
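Luminescence read-out: rising ELG1-luciferase signal, reflecting elevated ELG1 protein under genetic stress, flags genotoxic compounds. Cells were treated for 16 hr at 37 °C before ONE-Glo detection.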
Tb PFK inh – qHTS Assay to Find Inhibitors of T. brucei phosphofructokinase; ATP-dependent 6-phosphofructokinase (Trypanosoma brucei brucei), O15648; T. brucei PFK, ADP-Glo luminescence; Potency, µM (doses to about 57.5 µM), without a hit: at the highest dose activity, negative = inhibition, hits mostly inhibitors; hit rate 0.17% among 330,000; AID 485367, 2010;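 note: potency is the fitted concentration of half-maximal effect; 0% = uninhibited 1x PFK enzyme wells and -100% = no-enzyme wells; nearly all actives have a fitted effect of over 60% in size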
Target sequence (O15648 whole entry, looked up): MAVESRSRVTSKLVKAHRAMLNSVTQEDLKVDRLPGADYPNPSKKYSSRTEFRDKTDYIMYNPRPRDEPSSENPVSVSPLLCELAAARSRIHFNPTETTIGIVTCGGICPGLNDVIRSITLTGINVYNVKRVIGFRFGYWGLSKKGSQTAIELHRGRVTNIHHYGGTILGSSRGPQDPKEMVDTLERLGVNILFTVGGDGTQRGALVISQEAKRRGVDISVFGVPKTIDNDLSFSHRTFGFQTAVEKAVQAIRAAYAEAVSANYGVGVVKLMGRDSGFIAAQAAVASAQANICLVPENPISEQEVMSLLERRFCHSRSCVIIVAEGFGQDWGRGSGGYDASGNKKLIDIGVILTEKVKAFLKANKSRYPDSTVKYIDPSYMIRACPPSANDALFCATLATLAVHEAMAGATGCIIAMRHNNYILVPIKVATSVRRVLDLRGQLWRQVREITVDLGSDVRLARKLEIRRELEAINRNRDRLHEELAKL
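Compounds were pin-transferred as a titration series up to 57 uM into substrate buffer (0.5 mM F6P, 0.1 mM ATP, pH 8.0), then 1.25 nM PFK was added and reactions ran 45 min before ADP-Glo detection.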
Coupling enz – qHTS Assay for Inhibitors of Fructose-1,6-bisphosphate Aldolase from Giardia Lamblia: Coupling assay counterscreen; hit rate 0.67% among 290,000; coupling enzyme system counterscreen, AmpLite Red fluorescence; activity change, negative = inhibition, % at 58.2 µM, hits read low; AID 2472, 2010; in the data active = activity change below about -30%; note: % is set by controls: 0 for no effect and ±100 for the full control effect
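Activity here indicates interference with the coupling reaction, not aldolase inhibition. Compounds at 57.5 uM final met coupling enzymes for 10 min at RT; substrate and AmpLite Red detection followed, with a 525/598 nm fluorescence read after 20 min.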
Giardia killer – Small Molecules that selectively kill Giardia lamblia: qHTS; Giardia lamblia trophozoite viability; activity change, % at 7.66 µM, hits read low; hit rate 0.15% among 340,000; AID 540267, 2011; in the data active = activity change below about -80%; inconclusive = between about -30% and that limit;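 note: parasites exposed to compound for two days anaerobically before the ATP read; % is set by controls: 0 for no effect and ±100 for the full control effect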
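Trophozoite viability was measured as ATP-dependent luminescence, read 15-30 min after reagent addition. Before that, parasites at 100 cells/well were exposed to compounds for 48 h, anaerobically, at 37 deg C.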
NPC1 prom act – qHTS Assay for NPC1 Promoter Activators; Huh7 NPC1 promoter luciferase reporter, 24 h; Potency, µM (top dose mostly 9.22 µM), for inactives: at the highest dose activation, most hits filed as activators; hit rate 2.4% among 320,000; AID 485313, 2010;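 note: potency is the fitted concentration of half-maximal effect; % of control where 0% means no effect; nearly all actives have a fitted effect of over 60% in size; reporter is driven by a mutant NPC1 promoter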
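Quantitative HTS used a cell-based reporter: Huh7 cells stably bearing the NPC1 promoter upstream of luciferase were treated with compounds for 24 h, and promoter activation was read as luminescence.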
KCNH2 3.1 block – qHTS for Inhibitors of KCHN2 3.1: Mutant qHTS | U2OS KCNH2 3.1, thallium flux FluxOr; hits give low values | Potassium voltage-gated channel subfamily H member 2, brain isoform KCNH2 3.1 (human) | hit rate 0.95% among 340,000 | AID 720553, 2013 | activity change, % (tested at about 1.8 µM);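 active = maximum activity change below -70%; inconclusive = maximum activity change from -70% to -50%; inactive = maximum activity change above -50%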;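 note: thallium influx rate constant from kinetic fluorescence after stimulation buffer; % is set by controls: 0 for no effect and ±100 for the full control effect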
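U2OS cells transduced with KCNH2 3.1 mutant virus (1.77 x 10^8 /mL, 4 h), plated overnight at 37 C, loaded 45 min with FluxOr dye plus Red40 quencher. Thallium flux rate constant from kinetic reads after stimulation buffer, normalised to controls.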
uPA surface inh – qHTS for Inhibitors of Cell Surface uPA Generation. cell surface uPA generation assay, qHTS. Potency, µM (series often up to 38.3 µM), for inactives: at the highest dose activity change, negative = inhibition, most hits filed as inhibitors. hit rate 0.31% among 330,000; active = well fitted inhibition curve with a large enough effect; inconclusive = small, poorly fitted or top-dose-only effect; inactive = no such curve, though single readings can be large or run the other way; tested in mouse RAW 264.7 cells; note: potency is the fitted concentration of half-maximal effect; % is set by controls: 0 for no effect and ±100 for the full control effect; nearly all actives have a fitted effect of over 55% in size
The depositor's hits bear a star; ? = inconclusive; . = no result given; & = joins results of further samples; [ ] = dose if it differs, or a comment. Unless noted, calls come from the whole dose curve; as a rule, active = well fitted curve in the direction sought with a large enough effect; inconclusive = small, poorly fitted or top-dose-only effect, or another doubt; inactive = no such curve, though single readings can be large; an effect the other way counts as inactive or inconclusive. Random draw from the library. Share with any hit: about 14%.

SMILES	Gal4-VP16 FLuc	RORgamma inh	FLuc counter	Rab9 prom act	ELG1 genotoxic	Tb PFK inh	Coupling enz	Giardia killer	NPC1 prom act	KCNH2 3.1 block	uPA surface inh
C[C@H](CO)N1C[C@H](C)[C@@H](CN(C)C)Oc2c(NS(=O)(=O)c3cccs3)cccc2C1=O	.	.	.	.	1%	0%	.	-27	.	8	1%
CC(C)(C)Nc1nc(N2CCCC2)nc(N2CCCC2)n1	-3%	-12%	6%	-10%	1%	4%	3	-16	-9%	-27	-2%
COc1ccc(C(=O)N2CCN(c3ccc(C(C)=O)cc3)CC2)cc1S(=O)(=O)N1CCCC1	.	.	.	.	5%	-4%	.	-1	.	-9	-5%
COc1ccc(C(=O)NCC(O)CN2CCOCC2)cc1[N+](=O)[O-] (stereo unspecified)	-3%	-20%	1%	-3%	0%	2%	-2	-4	?	-11	2%
CCn1c(CCCOc2ccc(Cl)cc2Cl)nnc1SCC(=O)Nc1cccc(F)c1	3%	15%	9.5µM*	-5%	0%	-1%	2	-18	1%	2	.
COCCN(C(=O)CNC(=O)c1cccs1)C(C(=O)NC(C)(C)C)c1ccccc1 (stereo unspecified)	2%	21%	?	2%	2%	-1%	7	-6	-3%	2	3%
COc1cccc(/C=N/NC(=O)C[n+]2ccccc2)c1OC	-5%	-8%	-1%	-3%	-3%	-2%	0	7	0%	-13	3%
CCC1(CC)Nc2ccccc2C(=O)N1c1ccc(NC(C)=O)cc1	7%	?	-12%	?	?	-4%	1	-16	19%	1	2%
CN(c1ccccc1)S(=O)(=O)c1cccc(C(=O)OCC(=O)NCCCN2CCCC2=O)c1	14%	23%	2%	0%	0%	-5%	3	0	-5%	5	0%
Oc1cc2ccccc2nc1-c1ccccc1Cl	6%	29%	-14%	-3%	-5%	3%	-6	-11	-3%	15	5%
COCCn1c(C)cc(O)c(C(=O)Nc2cccc(Cl)c2)c1=O	-17%	?	-2%	0%	4%	-1%	.	4	-3%	24	9%
O=C(Cc1ccccn1)Nc1ccccc1	2%	33%	0%	2%	6%	1%	2	10	2%	-1	-1%
COC(=O)C1=C(C)N(Cc2ccccc2)C(=NCCc2ccccn2)N[C@H]1c1cccc(F)c1	6%&7%	-9%&1%	0%&0%	-10%&-1%	-1%	1%&-4%	-2&-1	18	-7%&2%	2	-27%
CCOC(=O)C1=C(COC(=O)CCOc2ccc(OCC)cc2)NC(=O)NC1C (stereo unspecified)	.	.	-3%	2%	0%	1%	.	-9	0%	-5	-24%
COc1cc(/C=C2\C(=N)N3N=C(CC(=O)N4CCOCC4)SC3=NC2=O)cc(OC)c1OC	5%	-1%	0%	-3%	0%	1%	.	-5	1%	4	1%
COc1ccc2cc3cc(C(=O)NCCCN4CCc5ccccc5C4)sc3nc2c1	3%	14%	9.5µM*	4.5µM*	7%	0%	-6	0	?	8	-2%
CSc1ccc(/C=C/C(=O)OCC(=O)c2ccc[nH]2)cc1	.	.	-10%	?	2%	3%	.	-14	13%	1	6%
COC(=O)CNC(=O)CN1C(=O)N(c2cccc(Cl)c2)C(N(O)C(=O)Nc2cccc(Cl)c2)C1(C)C (stereo unspecified)	?	?	4%	-7%	1%	-4%	1	11	2%	-24	-4%
COc1ccc(OCCCC(=O)NCCc2ccc(OC)c(OC)c2)cc1	-14%	11%	0%	-1%	-2%	-4%	0	-8	-1%	0	5%
Cc1ccccc1Cn1nc(C)c(NC(=O)/C=C/c2cnn(C)c2)c1C	-10%	31%	0%	0%	3%	-1%	1	39[activator]	1%	-6	4%
Fc1ccc(SCCc2ccncc2)cc1	0%&2%	12%&7%	-1%&-6%	0%&-5%	-5%&0%	-12%&-26%	-1&1	9&9	-1%&0%	-29&3	1%
COC(=O)c1sc(S(=O)(=O)N2CCCCC2C)c(C(=O)OC)c1C (stereo unspecified)	.	.	0%	-8%	0%	0%	.	-5	-3%	5	-9%
COC(=O)CSc1nc(NCC(C)C)nc(N2CCOCC2)n1	9%	-12%	4%	0%	1%	-3%	5	0	-5%	-6	1%
O=C(N/N=C/c1coc2ccccc2c1=O)c1ccccc1Br	6%	17%	-22%	1%	-5%	-2%	-1	0	-7%	-3	2%
COc1ccc(-c2cn(CCC(=O)O)c(-c3ccc(Cl)nc3)n2)cc1	.	.	0%	-3%	3%	0%	.	14	5%	18	-10%

Further records follow.
SMILES	Gal4-VP16 FLuc	RORgamma inh	FLuc counter	Rab9 prom act	ELG1 genotoxic	Tb PFK inh	Coupling enz	Giardia killer	NPC1 prom act	KCNH2 3.1 block	uPA surface inh
CC(C)(C)C1CCc2onc(C(=O)N3CCOCC3)c2C1 (stereo unspecified)	19%	-2%	6%	-4%	-3%	-2%	-5	-8	3%	5	.
C=CCSc1nc2ccccc2n2cnnc12	-13%	-14%	2%	-6%	4%	4%	2	24	-7%	-10	10%
CCOC(=O)N1CCN(c2cc(NCCC(=O)O)c3c4c(onc24)-c2ccccc2C3=O)CC1	.	-3%[0.365 µM]	?	-3%	-2%	-17%	-54*	-2	-4%	2	-2%
O=c1ncn(-c2ccccc2C(F)(F)F)c2ncccc12	-14%	6%	1%	-13%	0%	7%	0	4	1%	3	-4%
CCOc1ccc2c(c1)C(C)=CC(C)(C)N2	?	-28%	-17%	3%	-2%	4%	0&-11	4	-5%	-4	20%
O=C(C1CC1)N1CCN(c2ccc([N+](=O)[O-])cc2-n2cccc2)CC1	-20%	39%	-1%	3%	-11%	1%	1	11	-3%	21	0%
CCS(=O)(=O)c1ccc2oc(SCC(=O)Nc3ccc(OC)cc3OC)nc2c1	6%	4%	1%	-4%	4%	2%	1	-17	16%	-2	-1%
CC1(C)Cc2c(c(-c3ccco3)nc3sc4c(NCCO)ncnc4c23)CO1	-12%	-37%	1%	-1%	-10%	-5%	-3	5	-2%	-10	?
O=C(CCCN1C(=O)CSc2ncccc21)N1CCN(c2cccc(C(F)(F)F)c2)CC1	.	-7%[0.365 µM]	-2%	-6%	-24%	-16%	-1	-5	1%	-9	4%
O=C1CC(N2CCN(C3CC(=O)N(CCc4ccccc4)C3=O)CC2)C(=O)N1CCc1ccccc1 (stereo unspecified)	-2%	38%	7%	-6%	-9%	-7%	5	-7	-3%	-3	-1%
CSc1ccccc1-c1nnc(-c2ccc(Cl)cc2)o1	-15%	-17%	5.4µM*	4µM*	?	-3%	-3	-25	?	-9	-1%
CC(=O)CC1(OC(C)=O)C(=O)N(C)c2ccccc21 (stereo unspecified)	14µM*	6.3µM*	-2%	15%	1%	0%	-2	3	-1%	3	-8%
COc1ccccc1CCN1CCCC(CN(C)C(=O)CCC(=O)N(C)C)C1 (stereo unspecified)	-1%	?	-1%	4%	-3%	2%	0	1	9%	-12	-1%

Screens from PubChem.
